Source: PubChem (several laboratories)
Platelet DG rel: platelet dense granule release activity. human platelet-rich plasma, SFLLRN dense granule ATP release, luminescence. hit rate 0.22% among 300,000. inhibition, %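 (compounds screened at 7.5 µM in platelet-rich plasma)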;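 active = mean replicate score, as percent of positive control, at or above 50; inconclusive = mean below 50 but at least one replicate at or above 50; inactive = mean and every replicate below 50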
KLF5 inhibitor: suppresses KLF5 promoter-driven expression | DLD-1 KLF5 promoter-luciferase reporter, luminescence | inhibition, % at 5 µM | hit rate 0.23% among 290,000;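 active = inhibition above a per-plate limit of that plate's mean compound inhibition plus 3 SD, cut at about 60% in these data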;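 also: 0% = DMSO wells and 100% = LY294002 at 200 µM; higher means less KLF5 promoter-driven luciferase light; inactives centre near -14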
AI-2 QS mod: Vibrio harveyi AI-2 quorum sensing modulation | Vibrio harveyi JMH597 AI-2 luminescence/OD600 ratio, 9 h; active compounds read low; strain lacks LuxN and CqsS sensors; 0 = neutral-control median | activity change, % at 7.5 µM | hit rate 0.4% among 300,000; in the data active = activity change below about -75%, passing the limit was not always enough; inconclusive = no clear call, values can overlap the other calls;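 also: luminescence divided by OD600 gain over 9 h not by final OD600 alone; inactives centre near 13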
SKKanGAS inh: blocks kanamycin growth of S. pyogenes SKKanGAS strain | AID 1662 | BacTiter-Glo, 6 h | hit rate 1.3% among 300,000 | inhibition, % at 7.5 µM;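 active = mean replicate score, as percent of positive control median, at least 50; inconclusive = mean below 50 but one replicate at or above 50; inactive = mean and every replicate below 50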;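 also: strain carries kanamycin resistance gene driven by streptokinase promoter and grows in 40 µg/ml kanamycin; loss of luminescence reflects streptokinase promoter inhibition or plain growth inhibition; 0% = median of DMSO wells and 100% = positive control at its reference dose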
HSF1 inh: HSF1 inhibition | activity change, negative = inhibition, % at 7.5 µM (by protocol) | AID 2098 | NIH3T3-HGL HSE-luciferase, MG132-induced, luminescence 8 h; active compounds read low | hit rate 0.77% among 300,000;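 active = more than half of replicate wells show activity change below -50%, luminescence cut by over half; inconclusive = some wells, but at most half, below -50%; inactive = no replicate well below -50%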;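 also: luciferase reports HSF-1 transcriptional activity via heat shock element; 0% = median of DMSO wells and -100% = zero luminescence signal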
HIF act: HIF pathway transcriptional activation; U2OS HRE-luciferase reporter, luminescence; normalized: DMSO 0%, desferrioxamine 100%; activation, % at 7.5 µM (by protocol); hit rate 0.32% among 300,000; AID 1910;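 active = mean activation of at least 10% of the iron chelator positive control signal, with at least half of replicates also reaching 10%; inconclusive = mean and replicate majority disagree about reaching 10%; inactive = mean and most replicates under 10%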
IEC-6 cytotox: IEC-6 cytotoxicity, counter-screen for KLF5 inhibitors; luminescence viability; inhibition, % at 5 µM; hit rate 0.78% among 290,000; in the data active = inhibition above about 22%;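 also: 0% = plate median of test compound wells and 100% = cytotoxic reference compound wells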
HSP90 refold inh: inhibitors of HSP90 luciferase refolding in rabbit reticulocyte lysate. luciferase refolding luminescence, 3 h. hit rate 0.91% among 290,000. inhibition, % at 5.6 µM;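 active = inhibition above the screen-wide mean plus 3 SD, computed separately per campaign, cut at about 16% in these data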;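 also: 0% = DMSO wells and 100% = 60 µM geldanamycin wells; inhibitors lower the luminescence because luciferase stays unfolded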
HSF1 activator: increases HSF-1 driven luciferase reporter signal; NIH3T3-HGL HSF-1 luciferase reporter, MG132, 8 h; 100% = twice DMSO control signal; activation, % at 9 µM; hit rate 1.7% among 300,000; AID 504408;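 active = mean replicate activation of at least 50% with a set share of replicates each reaching 50%; inconclusive = only one of those two conditions met; inactive = mean below 50% and too few replicates reaching it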;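 also: 0% = median of the neutral control wells and 100% = twice that signal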
aSyn UTR inh: MLPCN primary screen, SNCA 5' untranslated region. alpha-synuclein 5'UTR reporter, inhibitor activity. hit rate 0.82% among 300,000. inhibition, % (tested at 7.5 µM). AID 1813; in the data active = inhibition above about 60%; inconclusive = no clear call, values can overlap the other calls;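 also: H4 neuroglioblastoma cells stably carrying SNCA 5'UTR luciferase fusion; 0% = DMSO wells and 100% = positive control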
* = called active by the depositor; ? = inconclusive; · = not tested or not shown. Compounds were not picked by outcome; any-hit rate near 6%.

SMILES	Platelet DG rel	KLF5 inhibitor	AI-2 QS mod	SKKanGAS inh	HSF1 inh	HIF act	IEC-6 cytotox	HSP90 refold inh	HSF1 activator	aSyn UTR inh
COc1cc(NS(=O)(=O)c2ccc(NC(=O)/C=C/c3ccc([N+](=O)[O-])cc3)cc2)ncn1	-5.7	-8.8	14.8	15.1	-7.1	-0.1	-1.8	-3.9	-2.4	11.3
CN(c1ccccc1C(=O)Nc1ccc2ccccc2c1)S(C)(=O)=O	6.3	·	28.8	-10.6	-0.8	-2.2	·	·	0.5	-0.5
S=c1nccc(-c2ccc(Cl)cc2)[nH]1	-9.0	-36.8	31.6	8.1	6.0	-0.7	-5.1	-1.0	3.7	-11.4
CCOc1ccc(NS(=O)(=O)c2ccc(OC)c(C)c2)cc1	-4.3	-16.3	23.3	-1.9	7.2	-0.2	-4.6	12.6	3.1	-4.4
CCC(C(=O)Nc1ccc(S(=O)(=O)Nc2ncccn2)cc1)c1ccccc1 (stereo not given)	-2.7	-17.7	10.1	0.1	0.2	1.3	1.5	-1.5	8.5	-6.9
Cc1ccc(-n2c(SCC(=O)NCc3ccc4c(c3)OCO4)nnc2-c2cccnc2)c(C)c1	1.9	-4.4	10.8	9.6	15.0	0.0	5.5	4.5	6.2	18.8
OCCNc1nc2ccccc2n1-c1ncnc2sc3c(c12)CCC3	-9.9	-7.8	7.9	-1.7	-1.3	-0.1	0.2	5.8	10.3	-2.5
COc1cc2c(cc1OC)CN(C(=O)CN(C)S(=O)(=O)c1ccc(NC(C)=O)cc1)CC2	-1.6	-21.4	15.9	-1.7	-1.4	0.9	5.7	1.2	-14.6	8.5
Cc1cc(/C=C2\SC(=S)N(Cc3ccco3)C2=O)c(C)n1-c1ccccc1	-0.6	-22.6	41.2	3.9	-66.4*	-0.9	-2.0	5.8	-71.6	-74.0
O=C(COc1ccc(Cl)cc1Cl)N(Cc1ccco1)C1CCS(=O)(=O)C1 (stereo not given)	6.6	-10.9	8.0	4.2	12.6	0.0	-0.2	-0.4	38.3	20.5
COCCN(Cc1cc2cc(C)cc(C)c2nc1Cl)C(=O)Nc1ccccc1	-11.5	2.9	21.0	-3.7	8.6	1.1	-4.4	1.6	19.7	-21.4
Cc1ccc(C)c(S(=O)(=O)N2CCCOC2CNC(=O)C(=O)NCCCn2ccnc2)c1 (stereo not given)	-13.3	0.9	0.2	0.4	0.9	0.0	-8.5	-6.6	7.8	28.9
Cc1nnc2sc(SCC(=O)Nc3ccc(Br)cc3)nn2c1=O	2.3	-11.9	12.2	-1.0	-3.4	0.8	1.4	-4.1	-5.7	-13.1
COc1ccc(NC(=O)C(C)Sc2ccccc2)cc1 (stereo not given)	0.5	-59.2	13.5	-1.2	6.8	1.2	4.0	5.9	18.8	-60.8
COc1ccccc1OCCNC(=O)Nc1ccc(Br)cc1	24.9	-4.8	11.0	-1.2	11.1	0.5	3.9	4.7	19.2	-6.0
COc1ccc(CCNC(=O)Nc2cccc([N+](=O)[O-])c2)cc1OC	-4.4	0.7	13.1	10.8	26.0	-0.8	3.5	-1.5	71.5*	19.8
COC(=O)[C@@H](NC(=O)CCc1nnc(-c2ccsc2)o1)C(C)C	3.9	-9.7	18.9	11.3	2.5	1.6	-7.8	-0.9	-3.7	-1.8
COc1ccc(C)cc1NC(=S)NC(C)c1ccc(OC)c(OC)c1 (stereo not given)	-3.9	-9.5	2.5	12.5	2.8	0.2	-1.5	1.0	3.1	-21.1
Cc1ccc(S(=O)(=O)N2CCC(C(=O)OCC(=O)N(C)Cc3ccccc3)CC2)cc1C	-2.0	·	5.5	4.2	4.3	-0.3	·	·	6.4	9.0
COC(=O)c1cccc(C(=O)Nc2ccc(C)cc2Br)n1	-2.0	-22.4	4.8	4.9	-1.0	0.8	5.0	-0.8	-0.8	-155.2
COCC1CCCN(Cc2cn(-c3ccccc3)nc2-c2ccc3c(c2)OCO3)C1 (stereo not given)	7.4	-3.0	33.5	-4.7	8.8	0.8	-3.5	-0.4	3.0	-0.2
O=C1CNC(=S)N1CCOc1ccccc1	-2.4	6.1	26.2	0.0	-2.7	-0.6	4.4	1.3	13.6	3.3
O=Cc1c(SCCO)nc2ccccn2c1=O	10.9	-5.3	22.6	-6.8	11.9	0.5	5.6	0.9	?	-8.7
COc1cccc(/C=N/Nc2ncnc3c2ncn3Cc2ccccc2)c1O	-11.3	11.9	20.6	13.8	-4.8	67.7*	0.5	-4.6	-16.9	101.9*
CCC(Sc1nc2ccsc2c(=O)n1Cc1ccc(C(=O)O)cc1)C(=O)Nc1ccc(C)c(Cl)c1 (stereo not given)	-3.9	1.9	25.7	-4.3	-0.3	-0.7	-1.2	-2.3	7.4	-5.4
Nn1c(SCc2nc3ccccc3[nH]2)nnc1C1CCCCC1	1.6	-11.2	14.5	-0.5	11.0	0.3	4.4	1.0	28.3	-7.0
O=C1N/C(=N\N=C\c2ccco2)SC1Cc1ccccc1[N+](=O)[O-] (stereo not given)	5.1	-3.4	14.1	·	13.7	0.7	-6.0	1.0	5.4	-37.2
O=C(CSC(=S)N1CCCC1)N1CCN(S(=O)(=O)c2ccccc2F)CC1	3.4	·	18.9	13.3	2.0	0.3	·	·	-18.4	17.5
O=S(=O)(NC1=NCCC1)c1cccs1	-3.7	-31.6	15.7	-6.7	-3.0	·	3.0	2.8	18.8	26.0
CCn1c(C)nc2cc(C(=O)N/N=C/c3cccc(O)c3O)ccc21	1.0	5.4	-12.5	2.8	7.0	42.7*	-4.7	-1.2	2.1	-4.4
Nc1ccc(-c2cnc3ccccc3n2)cc1	2.6	·	33.8	-13.5	0.9	1.5	·	·	14.2	18.8
Cn1cc(CNC(=O)c2ccc3nc(Cc4ccccc4F)oc3c2)cn1	-5.1	-148.3	16.5	2.3	21.4	3.4	1.7	-2.7	41.3	-84.1
COc1ccc(OC)c(/C=N/NC(=O)CNC(=O)c2ccc(S(=O)(=O)N3CCCC3)cc2)c1	3.9	-7.7	15.4	0.1	-8.9	0.2	-2.1	-0.6	-6.1	-20.9
C=CCN(c1ccccc1C(=O)O)S(=O)(=O)c1ccc(NC(=O)OC)cc1	0.2	-11.2	10.2	5.7	1.6	-0.3	-6.0	1.6	5.3	14.7
CCN1C(=O)N(C)[C@@H](c2ccccc2)C(C(C)=O)=C1C	-0.9	·	25.3	-3.6	6.3	-1.3	·	·	4.4	34.2
O=C(COc1ccccc1)NCC(=O)N/N=C/c1ccc(Cl)cc1	-5.8	-31.6	-4.3	-2.3	-12.0	-0.3	0.7	2.7	16.7	-19.2
C=CCNc1nc(-c2ccc(Cl)cc2)cs1	-13.8	-140.9	7.8	-7.5	34.5	2.8	2.8	4.8	?	-238.3
CCCN(CC(=O)Nc1ccccc1C)C(=O)C1CCN(S(=O)(=O)c2cccc(C(F)(F)F)c2)CC1	0.9	·	18.3	3.2	0.5	-0.3	·	·	-3.3	-8.5
NC(=S)Nc1cccc(-c2n[nH]c(=S)o2)c1	-12.9	14.2	8.7	-5.3	-4.3	-0.1	2.0	1.8	3.9	-25.4
COCc1c(C(=O)N/N=C/c2cccc3ccccc23)nnn1-c1nonc1N	-0.1	5.6	18.0	1.8	-1.2	-3.8	-1.8	5.8	6.5	13.0
Cc1cc(C(F)(F)F)n2nc(-c3cccs3)cc2n1	-3.3	-16.2	17.6	-4.3	6.6	2.4	-4.5	-0.4	32.5	-15.4
COc1ccc(CNC(=O)C2CCN(S(=O)(=O)c3ccc(SC)cc3)CC2)cc1	-11.1	-9.3	30.3	-3.1	-1.2	-0.7	1.3	0.1	16.4	0.1
O=C(O)c1cc([N+](=O)[O-])ccc1NCc1cccnc1	3.8	-22.0	·	-1.0	1.7	0.1	-1.1	0.6	-12.5	11.7
COC(=O)c1ccccc1NC(=O)Nc1cc(C)cc(C)n1	3.9	5.1	5.9	-2.1	-2.4	0.0	-1.1	-0.1	6.0	-6.7
CC1CN(C(=S)SCC(=O)c2ccc([N+](=O)[O-])cc2)CC(C)O1 (stereo not given)	6.1	-9.7	-10.6	2.9	-1.7	-0.2	1.6	-1.6	12.4	-8.5
COc1ccccc1-c1cn(-c2ccccc2)c(=S)[nH]1	-1.5	-37.0	4.8	-1.1	1.8	-20.9	5.4	1.8	-3.8	-25.0
Cc1ccc(S(=O)(=O)CCC(=O)NCc2ccccc2F)cc1	-2.0	·	18.5	3.4	-4.1	-0.6	·	·	-16.3	-3.7
COC(=O)c1cn(CC(=O)N2CCCCCC2)c2ccccc12	-8.9	-22.6	15.7	-5.8	0.9	-0.6	4.2	-0.9	-18.0	4.1
Cc1ccc(S(=O)(=O)N(CC2CO2)c2cccc([N+](=O)[O-])c2)cc1 (stereo not given)	4.1	-14.2	4.9	-2.5	12.8	0.6	-4.6	-0.6	12.9	-0.9
CC(C)(C)C1=NN=C2c3ccccc3C(=O)C21 (stereo not given)	5.7	-12.5	20.2	-1.8	4.8	-5.8	-4.3	-5.2	10.5	11.2

Just HIF act, HSF1 inh and KLF5 inhibitor, for two of the compounds above:
SMILES | HIF act | HSF1 inh | KLF5 inhibitor
Cc1ccc(S(=O)(=O)CCC(=O)NCc2ccccc2F)cc1 | -0.6 | -4.1 | ·
COC(=O)c1ccccc1NC(=O)Nc1cc(C)cc(C)n1 | 0.0 | -2.4 | 5.1

Carrying on:
SMILES	Platelet DG rel	KLF5 inhibitor	AI-2 QS mod	SKKanGAS inh	HSF1 inh	HIF act	IEC-6 cytotox	HSP90 refold inh	HSF1 activator	aSyn UTR inh
CC(=C/c1ccccc1)/C=N/NC(=O)c1cccs1	5.4	-126.4	-5.7	-4.9	13.6	2.6	2.0	5.3	54.7*	-90.2
CCn1cc(CNC(=O)c2cc(COc3ccc(F)cc3F)on2)cn1	2.6	-32.9	-6.9	0.2	2.9	0.1	1.6	-3.1	-12.5	-3.7
S=C(NCc1ccccc1)Nc1ccncc1	4.5	-25.6	2.3	-2.8	-3.6	0.1	-4.9	-1.1	-5.5	17.3
O=C(/C=C/c1ccco1)NCCCN1CCOCC1	-1.3	-4.6	10.4	10.4	-0.2	-0.7	-1.0	-1.2	17.3	-2.5
Cc1cc(NC(=O)CS(=O)(=O)c2cn(Cc3ccccc3Cl)c3ccccc23)no1	-0.1	-8.4	43.5	3.1	0.4	0.3	-2.5	-0.9	21.3	11.8
Cc1c(NC(=S)NC(=O)c2sc3ccccc3c2Cl)cccc1C(=O)O	8.8	-82.1	-7.0	16.0	?	-9.3	-3.2	43.1*	-53.6	-55.3
C/C(=N\OC(=O)c1ccc(F)cc1)c1ccc(F)c(F)c1	9.5	6.1	2.4	7.2	19.9	-0.7	1.4	4.5	53.7*	-9.4
Nc1nnc(SCCCC(=O)c2ccccc2)s1	4.3	-3.2	12.0	3.9	-5.0	0.6	-0.8	4.1	13.2	-60.9
O=C(NCc1ccco1)c1cc(-c2ccc(F)cc2)on1	-5.0	-50.1	31.3	1.3	0.4	5.0	-4.4	-1.8	22.7	-198.2
